Source: PubChem
LYPLA2 counter: LYPLA2 (human) inhibition in PME1 counter-screen. O95372. recombinant LYPLA2, FP-Rh probe fluorescence polarization. inhibition, % at 5.9 µM. actives 0.38% (n = 320,000);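 active = inhibition above the screen-wide mean plus 3 SD, limit set per campaign, cut at about 26% in these data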;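 note: 0% = LYPLA2 with DMSO and 100% = wells lacking LYPLA2 enzyme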
GSTO1 counter: GSTO1 inhibition, counter-screen for RBBP9 inhibitors. P78417. actives 1.1% (n = 300,000). inhibition, % at 5.96 µM. recombinant GSTO1, activity-based probe fluorescence polarization;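 active = inhibition above the campaign mean inhibition plus 3 SD, cut at about 35% in these data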;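 note: 0% = GSTO1-1 with DMSO and 100% = wells lacking GSTO1-1 enzyme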
PAFAH1B3 inh: inhibitors of human PAFAH1B3; AID 492972; recombinant PAFAH1B3, FP-rhodamine probe, fluorescence polarization; actives 0.28% (n = 340,000); inhibition, % at 3.39 µM;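 active = inhibition above the screen-wide average of all tested compounds plus 3 SD, cut at about 25% in these data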;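 note: 0% = enzyme with DMSO only and 100% = wells lacking PAFAH1B3 protein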
PAFAH1B2 FP inh: PAFAH1B2 (human) inhibition; actives 1.2% (n = 340,000); inhibition, % at 3.39 µM; P68402; recombinant PAFAH1B2, FP-rhodamine activity probe, fluorescence polarization;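 active = inhibition above the mean of all tested compounds plus 3 SD, cut at about 24% in these data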;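 note: 0% = enzyme with DMSO and 100% = wells lacking PAFAH1B2; many of its hits are not listed in these tables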
Target sequence (P68402 whole entry, looked up): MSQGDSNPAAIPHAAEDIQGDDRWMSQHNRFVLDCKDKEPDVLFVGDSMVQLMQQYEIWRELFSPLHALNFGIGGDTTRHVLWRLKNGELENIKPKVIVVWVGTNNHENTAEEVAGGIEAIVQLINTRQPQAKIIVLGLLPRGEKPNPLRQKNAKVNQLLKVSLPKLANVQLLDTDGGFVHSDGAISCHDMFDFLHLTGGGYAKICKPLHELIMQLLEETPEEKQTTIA
PME-1 primary: PME-1 (human) inhibition. recombinant PME-1, FP-Rh probe fluorescence polarization. actives 0.53% (n = 320,000). inhibition, % at 5.9 µM. AID 2130;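 active = inhibition above the campaign mean of all compounds plus 3 SD, cut at about 26% in these data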;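 note: competitive labeling of PME-1 active site by serine hydrolase directed probe; 0% = PME-1 with DMSO and 100% = wells lacking PME-1 enzyme; inhibitors block probe labeling so polarization falls and inhibition rises; many of its hits are not listed in these tables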
Target sequence (Q9Y570 whole entry, looked up): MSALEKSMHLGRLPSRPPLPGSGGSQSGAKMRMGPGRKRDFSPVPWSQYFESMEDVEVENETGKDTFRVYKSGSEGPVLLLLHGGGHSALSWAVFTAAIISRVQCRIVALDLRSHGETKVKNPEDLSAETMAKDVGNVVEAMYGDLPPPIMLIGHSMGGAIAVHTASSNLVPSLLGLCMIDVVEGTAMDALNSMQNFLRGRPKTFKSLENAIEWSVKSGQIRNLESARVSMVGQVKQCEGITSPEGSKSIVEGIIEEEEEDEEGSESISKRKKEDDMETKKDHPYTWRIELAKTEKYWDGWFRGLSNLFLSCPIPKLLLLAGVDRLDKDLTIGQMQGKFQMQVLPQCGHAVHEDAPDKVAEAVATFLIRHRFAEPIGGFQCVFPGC
PAFAH2 inh: PAFAH2 (human) inhibition | Q99487 | recombinant PAFAH2, FP-rhodamine activity probe, fluorescence polarization | inhibition, % at 3.39 µM | actives 0.99% (n = 340,000) | AID 492956;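 active = inhibition above the mean over all tested compounds plus 3 SD, cut at about 30% in these data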;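 note: inhibitors block probe labeling of enzyme so polarization drops; 0% = enzyme with DMSO and 100% = wells lacking PAFAH2 protein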
pPAFAH FP inh: pPAFAH (human) enzyme inhibition; AID 463082; Q13093; recombinant pPAFAH, FP-rhodamine probe fluorescence polarization; inhibition, % at 3.39 µM; actives 1.5% (n = 330,000);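 active = inhibition above the mean inhibition across the screen plus 3 SD, cut at about 25% in these data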;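 note: inhibitors block binding of the rhodamine activity-based probe so polarization drops; 0% = enzyme with DMSO and 100% = wells lacking pPAFAH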
LYPLA1 counter: blocks human lysophospholipase 1, a PME1 counter-screen; O75608; recombinant LYPLA1, FP-Rh probe fluorescence polarization; inhibition, % at 5.9 µM; actives 0.16% (n = 320,000); AID 2174;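 active = inhibition above the mean of all tested compounds plus 3 SD, set per campaign, cut at about 14% in these data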;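 note: inhibitors block serine hydrolase probe labeling of LYPLA1 so polarization falls; 0% = enzyme with DMSO and 100% = wells lacking LYPLA1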
Target sequence (O75608 whole entry, looked up): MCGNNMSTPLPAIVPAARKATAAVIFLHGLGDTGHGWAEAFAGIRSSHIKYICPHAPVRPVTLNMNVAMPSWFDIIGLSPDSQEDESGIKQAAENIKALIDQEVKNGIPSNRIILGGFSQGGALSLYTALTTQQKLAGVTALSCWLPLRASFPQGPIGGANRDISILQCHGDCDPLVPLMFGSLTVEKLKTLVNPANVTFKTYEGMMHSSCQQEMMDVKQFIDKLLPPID
PAD4 FP inh: PAD4 (human) enzyme inhibition; actives 0.41% (n = 330,000); Q9UM07; inhibition, % at 6.36 µM; recombinant PAD4, RCA probe fluorescence polarization;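 active = percent inhibition above a cutoff equal to the mean of all tested compounds plus 3 SD, cut at about 15% in these data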;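 note: 0% = PAD4 with RCA probe and DMSO and 100% = probe without PAD4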
An asterisk follows results filed as active; nt = no result given. A portion of the library. The share of hits here may be higher or lower than overall.

A first look (2 entries):
nr	Compound	LYPLA2 counter	GSTO1 counter	PAFAH1B3 inh	PAFAH1B2 FP inh	PME-1 primary	PAFAH2 inh	pPAFAH FP inh	LYPLA1 counter	PAD4 FP inh
1	Cc1ccc(N(C(=O)CNC(=O)c2ccco2)C(C(=O)NC2CCCC2)c2cccnc2)cc1 (stereo not given)	6	6	2	-5	6	3	4	4	0
2	C/C(=N\n1cnnc1)c1ccc(C#N)cc1	-3	11	-6	7	-4	6	-1	3	-2

This part in full (from the top)
nr	Compound	LYPLA2 counter	GSTO1 counter	PAFAH1B3 inh	PAFAH1B2 FP inh	PME-1 primary	PAFAH2 inh	pPAFAH FP inh	LYPLA1 counter	PAD4 FP inh
1	Cc1ccc(N(C(=O)CNC(=O)c2ccco2)C(C(=O)NC2CCCC2)c2cccnc2)cc1 (stereo not given)	6	6	2	-5	6	3	4	4	0
2	C/C(=N\n1cnnc1)c1ccc(C#N)cc1	-3	11	-6	7	-4	6	-1	3	-2
3	O=C(Nc1cc(F)ccc1F)N1CCN(c2ccnc3cc(Cl)ccc23)CC1	0	0	4	2	1	-2	1	4	-2
4	O=c1[nH]c2ccccc2nc1/C=C(\O)c1cccs1	0	-2	6	2	4	-3	4	0	-8
5	COc1ccc(NC(=O)CSCC(=O)N(C)Cc2ccc(Cl)c(Cl)c2)cc1	0	nt	9	8	7	7	3	0	-7
6	Cc1cc(C)c(NC(=S)N(Cc2cccnc2)Cc2ccco2)c(C)c1	-9	2	2	2	-1	5	-4	2	-9
7	CCc1ccccc1Nc1nc(N)nc(CSCC(=O)Nc2ccc(C)c(C)c2)n1	-8	5	0	9	-2	2	3	-6	-2
8	COc1ccc(Nc2cc(Nc3ccc(OC)cc3)ncn2)cc1	0	2	9	7	-3	-14	6	4	-2
9	COc1ccc(CC(=O)Nc2ccc(-c3noc(-c4ccccc4OC)n3)cc2)cc1	-3	-6	-1	-2	-8	-12	-6	-3	-1
10	CCOC(=O)C(=CNc1ccc(Oc2cncc(Cl)c2)nc1)C(=O)OCC	15	-6	-6	-2	-4	1	6	1	-1
11	COc1ccccc1C(=O)NCc1ccco1	3	0	6	2	-4	2	1	-3	1
12	CCn1c(COc2ccc3c(c2)CCCC3)nnc1SCC(=O)Nc1ccc(C(=O)OC)cc1	9	6	-6	2	-2	-1	-2	1	-4
13	CCn1c(=O)n(CC(=O)NCc2ccco2)c(=O)c2ccccc21	-5	4	0	-1	3	-2	-3	-1	-3
14	COc1ncc(-c2ccc3c(c2)S(=O)(=O)c2cccc(C(=O)NCc4ccco4)c2C3=O)cn1	-3	nt	3	2	-1	2	1	-1	-4
15	Cc1ccc(Nc2nc(N)c3ccccc3n2)cc1Cl	-10	0	6	3	-48	6	-3	-1	0
16	Cc1cccc(C(=O)Oc2ccccc2-c2nnco2)c1	1	16	2	-2	3	8	1	2	-1
17	CCOc1cc(/C=C2/SC(=S)N(CC3CCCO3)C2=O)ccc1O (stereo not given)	-119	-89	-60	-47	-194	-75	-31	-58	-28
18	Cc1ccc(S(=O)(=O)CCC(=O)OCC(=O)c2c(N)n(CC(C)C)c(=O)n(C)c2=O)cc1	-3	-4	7	4	7	-1	15	1	-4
19	NC(=O)c1nn(-c2ccccc2)nc1NC(=O)CN1CCCCC1	7	-4	-1	2	-3	-10	3	-3	-10
20	N#C/C(=C\c1cc([N+](=O)[O-])c(N2CCOCC2)cc1N1CCOCC1)c1nc2ccccc2[nH]1	0	8	5	-4	7	8	-2	-2	-2
21	Cc1ccc(OCC(=O)N(c2ccccn2)C2CCCCC2)c(C)c1	1	-2	5	-1	4	6	-1	-1	2
22	CC(=O)c1ccc(S(=O)(=O)NC2CC(=O)N(c3ccc4c(c3)OCCO4)C2)cc1 (stereo not given)	0	8	2	-2	2	0	-3	3	0
23	Nc1ccc(Cl)c[n+]1Cc1cccc2cccnc12	1	-5	6	4	4	0	2	-1	-8
24	CCOc1cc(N2CCOCC2)c(OCC)cc1NC(=O)C(C)Oc1ccccc1 (stereo not given)	nt	nt	7	-1	nt	-1	5	nt	2
25	O=C(Cc1ccccc1)Nc1cccc(-c2nc3ncccc3o2)c1	-3	2	-5	-6	0	-7	-9	-3	-1
26	N#CCCn1cc(/C=N/O)c(-c2ccc(F)cc2)n1	3	15	1	7	-1	9	3	2	-4
27	CCCc1cc(=O)[nH]c(SCC(=O)N2CCc3cc(OC)c(OC)cc3C2)n1	5	nt	-2	3	-4	-2	0	4	6
28	COc1cccc(NC(=O)CCNC(=O)C2CCN(S(=O)(=O)c3ccc(F)cc3)CC2)c1	4	3	0	-3	12	1	4	-2	-3
29	N#C/C(Cn1c[n+](NC(=O)Nc2ccccc2)cn1)=N/O	0	4	-3	-4	1	-12	3	0	-2
30	Cc1ccc(S(=O)(=O)N(C)C)cc1NC(=O)COC(=O)c1n[nH]c(=O)c2ccccc12	-5	5	7	-3	10	-3	3	-1	1
31	CCOc1ccc(C(=O)N[C@H](C(=O)Nc2cccc(S(=O)(=O)N3CCCCC3)c2)C(C)C)cc1	-5	-8	1	-2	-1	1	13	-2	1
32	Cc1ccc(CS(=O)Cc2ccc(C(=O)NC3CCCC(C)C3C)o2)cc1 (stereo not given)	-3	5	7	7	3	3	5	-4	0
33	CC(=O)Nc1ccc(SCC(=O)c2cc(C)ccc2C)cc1	0	4	-3	11	4	-1	3	2	9
34	NC(=O)CSc1cn(Cc2cccc(F)c2)c2ccccc12	-3	0	13	-2	2	2	1	-3	2
35	Cn1c(SCc2ccccc2)nnc1-c1cccs1	7	9	1	-1	4	8	3	1	-2
36	Cc1cc(OCC(=O)N(C)c2ccccc2)cc2c1C(=O)CC(C)(C)O2	0	6	4	1	-1	6	3	0	-3
37	Cc1oc2cc(OC(C)C(=O)O)ccc2c(=O)c1Oc1ccccc1 (stereo not given)	3	-2	-4	5	2	-6	4	-2	-2
38	COc1ccc(CN(C)C(=O)c2cccc(NS(=O)(=O)c3ccccc3)c2)c(OC)c1	-3	4	-3	1	3	9	20	-2	0
39	CC(CNC(=O)C(=O)NC(C)CCc1ccccc1)Cc1ccccc1 (stereo not given)	-2	3	11	8	0	-1	-3	0	-6
40	COC(=O)c1ccc(NC(=O)C2CC(=O)N(c3cc(C)ccc3C)C2)cc1 (stereo not given)	3	-1	6	5	6	-2	-1	1	4

3 entries out of the list above, ordered by their value in PME-1 primary, descending:
item | SMILES | PME-1 primary
30 | Cc1ccc(S(=O)(=O)N(C)C)cc1NC(=O)COC(=O)c1n[nH]c(=O)c2ccccc12 | 10
33 | CC(=O)Nc1ccc(SCC(=O)c2cc(C)ccc2C)cc1 | 4
37 | Cc1oc2cc(OC(C)C(=O)O)ccc2c(=O)c1Oc1ccccc1 (stereo not given) | 2

Other records follow.
nr	Compound	LYPLA2 counter	GSTO1 counter	PAFAH1B3 inh	PAFAH1B2 FP inh	PME-1 primary	PAFAH2 inh	pPAFAH FP inh	LYPLA1 counter	PAD4 FP inh
41	COc1ccc(NC(=O)COc2ccc(N(C)S(=O)(=O)c3ccc(Cl)cc3)cc2)cc1OC	-8	-12	7	1	0	-1	2	-8	0
42	COCc1cc(C)n(CC(=O)Nc2ccc(N3CCOCC3)c(Cl)c2)c(=O)c1C#N	1	5	-8	-2	-5	9	2	2	4
43	O=C(CSc1nc2[nH]ncc2c(=O)n1-c1ccccc1)NCc1cccs1	12	-2	4	5	-3	-1	2	4	-2
44	O=C(CSc1nc2nn(-c3ccccc3)c(=O)c-2c2n1CCCCC2)c1ccc(O)c(O)c1	9	nt	29*	9	4	85*	71*	-13	-2
45	c1cncc(-c2nc(-c3ccc4c(c3)OCO4)cs2)c1	-6	-16	-7	1	-1	3	5	-5	2
46	CNc1nc(N)c(C(=O)C23CC4CC(CC(C4)C2)C3)s1	-2	-8	nt	nt	1	nt	6	0	-1
47	O=C(COc1cccc(NC(=O)c2cccc([N+](=O)[O-])c2)c1)c1ccc(F)cc1	9	-21	5	-5	10	-25	8	3	1
48	CCOC(=O)N1CCN(C(=O)c2ccc(Cl)c(S(=O)(=O)N3CCOCC3)c2)CC1	-2	2	13	8	4	-3	1	1	2
49	CCC(C)c1ccc(O)c(NC(=O)c2ncn[nH]2)c1 (stereo not given)	0	0	7	17	4	4	4	-1	-5
50	O=C1CC(C(=O)O)S/C(=N\NC(=O)c2ccc(F)cc2)N1 (stereo not given)	3	5	7	-1	1	-3	0	-1	1
51	O=C(Cn1c2ccccc2c(=O)c2ccccc21)Nc1cccc(F)c1	-74	-2	-26	-16	-62	-47	-23	-39	-10
52	O=C(NC1CCCCC1)N1CCCC1	4	-16	2	4	3	5	3	1	0
53	CCOC(=O)N1CCC(NC(=O)c2ccc(N3CCC4(CC3)OCCO4)c([N+](=O)[O-])c2)CC1	-2	-1	5	3	7	-2	2	-3	2
54	O=C1/C(=C\c2cccnc2)Sc2ccccc21	-2	22	8	5	2	-6	-6	-2	6
55	O=C(Nc1ccc(N2CCN(C(=O)c3ccco3)CC2)cc1)c1ccccc1F	16	2	16	-4	-2	-9	3	2	1
56	CCOc1ccc(S(=O)(=O)N2CCCC(C(=O)Nc3cccc(C)c3)C2)cc1 (stereo not given)	4	5	13	-1	-6	-3	3	1	-5
57	CCOC(=O)C1CCCN(S(=O)(=O)c2ccc3c(c2)CC(C)N3C(=O)C2CC2)C1 (stereo not given)	-4	3	1	-1	4	-1	8	5	1
58	O=C(NCc1ccncc1)c1cccc(Cn2cc(Br)cn2)c1	-5	1	-3	4	-4	2	5	0	5
59	Cc1ccc(NC(=O)c2ccc(-n3cncn3)c([N+](=O)[O-])c2)cc1	-8	4	4	6	-3	-7	-1	4	0
60	CC(=O)c1cccc(NC(=O)Cn2cnc(S(=O)(=O)N3CCOCC3)c2)c1	5	2	3	3	0	4	5	-2	-1
61	COc1ccc(C2CC(c3cccs3)=NN2C(=O)c2ccccc2)cc1OC (stereo not given)	-2	-6	9	4	-8	7	5	2	3
